# Screening data: PubChem, National Center for Advancing Translational Sciences (NCATS)
# D1 antagonist: Antagonist of Human D 1 Dopamine Receptor: qHTS. activity change, negative = inhibition, % at 10 µM. HEK293 TREx D1 cells, calcium flux, dopamine EC80; active compounds read low. actives 3.2% (n = 360,000). D(1A) dopamine receptor (Homo sapiens), P21728; in the data active = activity change below about -30%; note: % is set by controls: 0 for no effect and ±100 for the full control effect
# Target sequence (P21728 whole entry, looked up): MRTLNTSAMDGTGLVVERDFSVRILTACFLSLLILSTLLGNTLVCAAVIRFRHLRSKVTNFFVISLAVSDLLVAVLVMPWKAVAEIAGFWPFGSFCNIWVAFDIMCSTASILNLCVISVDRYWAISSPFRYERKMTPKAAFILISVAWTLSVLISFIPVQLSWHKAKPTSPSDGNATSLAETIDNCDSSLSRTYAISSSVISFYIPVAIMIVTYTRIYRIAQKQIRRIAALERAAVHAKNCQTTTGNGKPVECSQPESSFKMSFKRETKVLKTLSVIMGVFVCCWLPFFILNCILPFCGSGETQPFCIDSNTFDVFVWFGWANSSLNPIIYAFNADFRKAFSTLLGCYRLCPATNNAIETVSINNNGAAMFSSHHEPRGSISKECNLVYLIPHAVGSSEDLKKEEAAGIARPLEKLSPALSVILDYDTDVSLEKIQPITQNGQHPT
#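 Antagonism measured as reduced calcium response to an EC80 dopamine addition following 180 s compound pre-read; cells were inducible HEK293 Trex D1 plated overnight at 30 C, read kinetically at 1 cycle/sec.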
# LDHA inh: qHTS assay for inhibitors of human lactate dehydrogenase; L-lactate dehydrogenase A chain (Homo sapiens), P00338; purified LDHA, NADH/diaphorase-resazurin fluorescence; active compounds read low; activity change, % (values are at about 110 or 230 µM); actives 0.15% (n = 480,000); AID 1347041, 2019; in the data active = activity change below about -30%; inconclusive = mostly about -25% to -30%;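 note: plate controls were DMSO wells for no effect and wells without enzyme for full effect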
#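 Human LDH5 (2 nM) was incubated with 0.06 mM NADH and 0.2 mM pyruvate for 5 min at room temperature in Tris pH 7.4. Remaining NADH was coupled through diaphorase/resazurin, and resorufin fluorescence was read at 0 and 20 min.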
# GRP78 ERSR act: qHTS for Inducers of the Endoplasmic Reticulum Stress Response (ERSR) in Human Glioma: qHTS; U87-MG GRP78 promoter luciferase reporter, 16 h; Potency, µM, without a hit: at the highest dose activation, usual class: activators; actives 0.02% (n = 420,000); note: potency is the fitted concentration of half-maximal effect; series mostly up to about 76 µM; % of control where 0% means no effect; nearly all actives have a fitted effect of over 35% in size
#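 Stably transfected U87-MG human glioma cells carrying a GRP78-based luminescent sensor were seeded at 1000 cells/well, pin-dosed with compounds and incubated 16 h. Luciferase reagent was then added, and end-point luminescence was read after 10 min at room temperature.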
# D2 PAM: HTS Assay for Positive Allosteric Modulators of the Human D2 Dopamine Receptor: Primary Screen for Potentiators; D(2) dopamine receptor (Homo sapiens), P14416; potentiation, % at 10 µM; HEK293 T-REx D2, calcium flux, EC20 dopamine potentiation; AID 485347, 2010; actives 0.34% (n = 340,000);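 active = potentiation over 3 SD above the plate norm, cut at about 30% in these data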; note: 0% is about no effect
#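 Using a no-wash calcium dye in inducible, force-coupled HEK293 Trex cells expressing D2, we tracked fluorescence each second for 180 s after compound, then for 180 s after EC20 dopamine to detect augmented signalling.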
# D1 ag: Allosteric Agonists of the Human D1 Dopamine Receptor: qHTS; HEK293 T-REx D1 cells, calcium flux, agonist mode; actives 1% (n = 360,000); activation, % at 2 µM; D(1A) dopamine receptor (Homo sapiens), P21728; in the data active = activation above about 30%; note: 0% is about no effect
#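 Inducible HEK293 T-REx D1 cells, force-coupled to calcium signalling, were plated at 4000 cells/well with tetracycline and held overnight at 30 C. After no-wash calcium dye loading, compound-evoked calcium rise over 180 s flagged agonists.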
# Vif-A3G inh: qHTS for Inhibitors of Vif-A3G Interactions: qHTS; AID 602310, 2012; DNA dC->dU-editing enzyme APOBEC-3G (Homo sapiens), Q9HC16; HeLa A3G-eYFP + Vif (tagged APOBEC3G with the HIV-1 protein that degrades it), YFP fluorescence, overnight; Potency, µM (doses to about 46.1 µM), for inactives: top-dose activity, negative = active, most hits filed as inhibitors; actives 0.076% (n = 410,000);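 note: potency is the fitted concentration of half-maximal effect; % is set by controls: 0 for no effect and ±100 for the full control effect; nearly all actives have a fitted effect of over 60% in size; hits raise eYFP signal because A3G escapes Vif-driven loss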
# Target sequence (Q9HC16 whole entry, looked up): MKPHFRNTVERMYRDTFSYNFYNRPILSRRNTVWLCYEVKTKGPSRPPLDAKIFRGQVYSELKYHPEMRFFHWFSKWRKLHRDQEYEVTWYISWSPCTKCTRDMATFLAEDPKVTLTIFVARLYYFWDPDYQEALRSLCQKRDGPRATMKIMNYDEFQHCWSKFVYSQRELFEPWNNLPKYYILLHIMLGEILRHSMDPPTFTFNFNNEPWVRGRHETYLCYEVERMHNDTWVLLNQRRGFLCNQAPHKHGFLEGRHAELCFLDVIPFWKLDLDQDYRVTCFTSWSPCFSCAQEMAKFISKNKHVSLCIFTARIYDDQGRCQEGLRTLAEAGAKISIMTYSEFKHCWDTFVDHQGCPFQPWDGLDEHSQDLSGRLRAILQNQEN
#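 HeLa cells stably expressing Vif and C-terminally eYFP-tagged A3G, seeded overnight at 37 deg C, then exposed to compound by pintool overnight at 37 deg C. Rise in yellow fluorescence (Ex 488/Em 500-530, Acumen) marks blocked Vif-driven A3G degradation.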
# Vif-A3F inh: qHTS for Inhibitors of Vif-A3F Interactions: qHTS. HeLa A3F-eYFP + Vif (tagged APOBEC3F with the HIV-1 protein that degrades it), YFP fluorescence increase. Potency, µM (doses to about 46.1 µM), inactives show at the highest dose activity, negative = active. actives 0.2% (n = 390,000). AID 602313, 2012; note: potency is the fitted concentration of half-maximal effect; % of control where 0% means no effect; nearly all actives have a fitted effect of over 65% in size
#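 HeLa cells stably expressing A3F-eYFP plus Vif, plated and incubated overnight at 37 deg C, then exposed to compounds overnight at 37 deg C. Blocked degradation read as raised yellow fluorescence (Ex 488/Em 500-530).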
# D1 potentiator: Potentiators of Human D1 Dopamine Receptor: qHTS; potentiation, % at 10 µM; HEK293 TREx D1 cells, calcium flux, dopamine EC20 potentiation; actives 0.036% (n = 360,000); D(1A) dopamine receptor (Homo sapiens), P21728; in the data active = potentiation above about 30%; note: 0% is about no effect
# RXFP1 agonist: qHTS Assay for Agonists of the Relaxin Receptor RXFP1; HEK293T-RXFP1 cAMP TR-FRET, 30 min; response scale: percent of porcine relaxin response, buffer zero; actives 0.3% (n = 370,000); AID 2676, 2010; Potency, µM (doses to about 57.5 µM), inactives show top-dose activation, usual class: activators; Relaxin receptor 1 (Homo sapiens), Q9HBX9; note: potency is the fitted concentration of half-maximal effect; % is set by controls: 0 for no effect and ±100 for the full control effect; nearly all actives have a fitted effect of over 60% in size; many of its hits are not listed in these tables
#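 HEK293T cells stably expressing RXFP1 were pretreated with the PDE4 inhibitor Ro 20174, exposed to compounds for 30 min at 37C, lysed, and cAMP was read by TR-FRET. Data normalized to buffer (basal) and 29 nM porcine relaxin (100%).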
# * = called active by the depositor; ? = inconclusive; · = not tested or not shown. Unless noted, calls come from the whole dose curve; as a rule, active = well fitted curve in the direction sought with a large enough effect; inconclusive = small, poorly fitted or top-dose-only effect, or another doubt; inactive = no such curve, though single readings can be large; an effect the other way counts as inactive or inconclusive. Only part of the results is shown; count on the stated rates, not on these rows.
SMILES	D1 antagonist	LDHA inh	GRP78 ERSR act	D2 PAM	D1 ag	Vif-A3G inh	Vif-A3F inh	D1 potentiator	RXFP1 agonist
Cc1ccc(OCc2cc(C(=O)N3CCN(CC(=O)NC(C)C)CC3)no2)cn1	-11.2	-2.2	6.6%	6.8	-0.2	-0.4%	-1.5%	3.1	1.8%
CC(C)C[C@@H](CN)NC(=O)c1nc[nH]c1C(=O)N[C@@H](CC(C)C)C(=O)CNC[C@H](C)NC(=O)c1nc[nH]c1C(=O)N[C@@H](CC(=O)O)C(=O)O	·	3.4	-2.8%	·	·	1.1%	-0.4%	·	·
CCOC(=O)C1(Cc2cccc(F)c2)CCN(Cc2cn(CC)nc2C)CC1	0.5	-0.5	-1.3%	·	1.6	0.0%	1.3%	-5.5	-1.3%
Cc1ccc(C(=O)c2cn(Cc3c(F)cccc3Cl)c3nc(C)ccc3c2=O)cc1	3.6	-10.5	-2.6%	20.6	-2.0	-0.9%	-10.7%	0.7	11.6%
Fc1ccc(-c2cn3cc(Cc4ccccc4)sc3n2)cc1	-16.6	-2.5	-8.5%	14.2	5.0	3.7%	0.2%	-2.6	·
COc1ccc(/C=N/NC(=O)c2ccccc2)cc1CN1CCN(c2ccc(F)cc2)CC1	-12.5	-10.2	5.0%	-5.4	0.4	-0.9%	-3.3%	4.8	0.3%
Cc1nc2oc3ccc(Cl)cc3c(=O)c2cc1C(=O)O	-1.6	-3.8	9.0%	3.4	1.4	-3.4%	2.4%	1.2	6.3%
Cc1cc(C)cc(-n2c(SCC(=O)Nc3ccc4c(c3)OCCO4)nc3c([nH]c4ccccc43)c2=O)c1	8.5	-1.8	-2.3%	5.2	1.7	-4.3%	-5.6%	-1.9	1.1%
CCOc1ccc(NC(=O)CN2C(=O)c3ccccc3Sc3ccc(C(=O)OC)cc32)cc1	2.9	-1.8	-3.8%	8.9	2.6	1.3%	-15.2%	1.2	7.8%
Cc1ccc(-c2ccc(SCC(=O)Nc3cc(C)on3)nn2)cc1	-7.0	-4.1	-0.2%	-4.8	1.0	1.8%	-4.6%	-6.0	27.0%
CCN(CC)c1ccc(S(=O)(=O)N(CC)CC)cc1NC(=O)C1CCCC1	-5.4	4.7	5.1%	6.1	2.7	1.9%	1.2%	-1.7	2.9%
CC(NC(=O)CN1CCOCC1)c1ccccc1 (stereo not given)	4.3	-1.3	-0.6%	-1.8	0.9	-0.6%	-4.0%	-3.0	1.1%
COc1cc(NC(=O)CSCc2ccc(Cl)cc2)c(C(=O)O)cc1OC	1.2	-0.9	-5.2%	7.4	0.7	6.7%	1.7%	-1.8	0.6%
Cc1ccccc1OCC(=O)Nc1ccc(S(=O)(=O)N2CCCC2)cc1	10.0	-0.3	-2.6%	-0.4	18.0	0.7%	5.0%	-1.6	2.5%
O=C(c1ccc(S(=O)(=O)N2CCCC2)cc1)N1CCN(c2cccc(Cl)c2)CC1	-20.1	-2.7	-3.6%	-2.1	6.7	-9.1%	2.4%	-2.7	2.6%

# Two entries from above in another layout.
# Values run as follows: D1 antagonist, LDHA inh, GRP78 ERSR act, D2 PAM, D1 ag, Vif-A3G inh, Vif-A3F inh, D1 potentiator, RXFP1 agonist
CCOC(=O)C1(Cc2cccc(F)c2)CCN(Cc2cn(CC)nc2C)CC1
  0.5, -0.5, -1.3%, ·, 1.6, 0.0%, 1.3%, -5.5, -1.3%
Fc1ccc(-c2cn3cc(Cc4ccccc4)sc3n2)cc1
  -16.6, -2.5, -8.5%, 14.2, 5.0, 3.7%, 0.2%, -2.6, ·

# Carrying on:
SMILES	D1 antagonist	LDHA inh	GRP78 ERSR act	D2 PAM	D1 ag	Vif-A3G inh	Vif-A3F inh	D1 potentiator	RXFP1 agonist
COc1ccccc1NC(=O)c1sc2ncn(Cc3cccc4ccccc34)c(=O)c2c1C	1.1	-6.3	-1.1%	11.1	1.7	-8.1%	-4.6%	2.5	0.1%
CCCC(=O)NC1CCc2cc(OC)c(OC)c(OC)c2-c2ccc(OC)c(=O)cc21 (stereo not given)	·	16.9	-4.8%	·	·	-50.7%	-5.2%	·	·
Cc1cc2cc(OCc3ccccc3)ccc2n1C	21.7	1.0	1.1%	12.8	-0.1	-6.2%	-3.5%	-2.4	1.0%
Cc1ccc(S(=O)(=O)N2CCOCC2)cc1NC(=O)COc1ncnc2ccccc12	8.4	-3.0	-3.3%	·	4.5	1.7%	6.1%	-3.2	26.7%
Cc1ccc(NS(=O)(=O)c2cccc(C(=O)NC3CCN(Cc4ccccc4)CC3)c2)c(C)c1	·	0.3	-7.3%	·	·	0.0%	0.6%	·	·
CNC(=S)N1C2CCCC1CC(NC(=O)c1ccc(F)cc1)C2 (stereo not given)	-6.3	-9.0	-0.8%	4.4	-0.1	1.8%	7.8%	0.1	-0.5%
COc1ccc(NC(=O)c2sc3ncn(CC(=O)N4CCN(c5ccccn5)CC4)c(=O)c3c2C)cc1OC	-8.5	1.7	-3.9%	-2.0	0.5	0.4%	-15.4%	-6.3	-0.3%
CN(C)/C=C(\C#N)C(=O)c1cccc(Oc2ccc(Br)cc2)c1	-2.2	1.9	1.7%	-7.8	4.6	-5.6%	0.9%	-4.6	-0.5%
CCc1ccc(-c2[nH]nc3nc(-c4cc(OC)ccc4OC)cc(C(=O)O)c23)cc1	-1.2	-2.9	-2.7%	·	7.2	1.9%	-1.9%	-1.2	3.0%
Cc1ccccc1C(=O)NCC(=O)OC(C(=O)Nc1cc(C(F)(F)F)ccc1Cl)c1ccccc1 (stereo not given)	-8.3	-4.2	·	·	13.3	·	·	-3.8	·
O=C(Nc1ccc(-c2nc3cc(NC(=O)c4ccccc4F)ccc3o2)cc1)c1ccccc1F	2.4	-4.8	-3.0%	11.7	1.9	3.3%	-8.0%	-4.0	0.1%
COc1ccc(NC(=O)c2ccco2)cc1NC(=O)C(C)Oc1ccc(Cl)cc1Cl (stereo not given)	4.8	6.2	-5.5%	6.7	2.7	-0.3%	-2.9%	-4.3	0.5%
N#Cc1ccccc1N1CCN(C(=O)c2ccc(NC(=O)c3ccc(Br)o3)cc2)CC1	6.4	0.6	-6.0%	4.7	3.2	-1.4%	-2.7%	2.9	1.8%
Cc1ccc(C(C(=O)NC2CCCC2)N(Cc2ccco2)C(=O)CCC(=O)Nc2cc(C)on2)cc1 (stereo not given)	-31.5*	-1.8	-2.6%	-6.2	2.1	0.9%	1.3%	-5.0	0.4%
COc1cccc(NC(=O)N2CCC(N3CCCCC3)CC2)c1	-7.9	-5.0	-4.0%	4.9	2.5	0.0%	·	-12.3	0.0%
O=S(=O)(NCc1ccco1)N1CCOCC1	8.5	-2.3	-3.6%	4.3	2.1	-0.9%	0.7%	-5.5	2.2%
CC(=O)C(Cc1ccccc1)NC(=O)COC(=O)c1ccc(-n2cnnn2)cc1 (stereo not given)	·	-9.2	-3.1%	·	·	7.1%	-5.8%	·	·
O=C(N/N=C/c1ccccn1)c1ccc(Cl)c(Cl)c1	3.0	·	·	-9.6	23.9	·	·	2.2	-2.2%
COc1ccc(Br)cc1CNc1ccc(N2CCOCC2)cc1	-0.8	5.2	-2.8%	6.9	0.7	1.5%	-1.5%	-1.9	-1.0%
Cc1nnc2ccc(-c3ccc(NS(C)(=O)=O)cc3)nn12	-12.8	-1.9	-3.2%	15.0	4.0	-2.6%	-15.7%	0.3	18.6%
CCOC(=O)c1ccc(NC(=O)CCOc2ccc(C)cc2)cc1	-18.9	-6.5	-3.7%	-9.3	4.1	-5.6%	7.9%	1.7	3.2%
CC1CCCCC1NC(=O)CSc1nncs1 (stereo not given)	18.7	-2.4	-4.8%	-3.4	1.2	0.4%	·	1.4	2.4%
COc1ccc(/C=C2\C(=O)OCc3cc(OC)c(OC)cc32)cc1OC	3.8	3.9	1.5%	5.3	1.0	?	-1.4%	2.0	5.4%
c1ccc(CCN2CN=C(Nc3nc4ccccc4s3)NC2)cc1	1.9	-1.1	6.1%	6.8	1.3	4.1%	-0.2%	-3.0	0.4%
CCn1c2ccccc2c2cc(NC(=O)c3ccccc3-c3ccccc3C(=O)O)ccc21	5.0	-11.2	-2.7%	5.5	1.3	-25.2%	-4.9%	7.8	-0.8%
CC(C)(CO)NCc1ccc(Br)cc1	10.7	-6.0	-2.6%	12.6	2.4	0.4%	-26.1%	-1.5	0.6%
O=C(CCNC(=O)Cn1ccc2ccccc2c1=O)NCCc1ccc(Cl)cc1	6.5	-1.8	-3.8%	11.6	1.3	-2.7%	8.3%	-4.2	4.5%
O=C(Nc1ccccn1)c1cccc(S(=O)(=O)N2CCc3ccccc3C2)c1	-0.5	-6.8	4.8%	-3.5	1.5	2.6%	-3.8%	-4.5	-0.8%
CNC(=O)Nc1cccc(-c2ccnc(C)n2)c1	0.4	-1.2	-1.4%	-19.7	2.3	5.6%	1.6%	6.2	-0.4%
CC12CCC(=O)C=C1CCC1C2CCC2(C)C1CC1C3C(=O)N(Cc4ccccc4)C(=O)C3CC(=O)C12 (stereo not given)	·	-1.8	-1.9%	·	·	-5.2%	-7.4%	·	·
CC(C)C1N(C(=O)CN2CCCCC2)CCN1S(=O)(=O)c1ccccc1 (stereo not given)	11.9	1.5	-2.8%	-5.3	-0.5	-5.0%	9.5%	-7.0	1.0%
